From PubChem
LEDGF integ inh – blocks HIV-1 LEDGF/p75-dependent DNA integration; 370,000 compounds, 0.64% hits; inhibition, % at 3.7 µM; TR-FRET IN-LEDGF/p75 DNA integration, Eu/Cy5;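 active = inhibition above the screen-wide mean plus 3 SD, cut at about 13% in these data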;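 also: signal is the Cy5 over europium emission ratio at 671 and 618 nm; 0% = plate median of compound wells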
GC-B act – GC-B (human) receptor activation; P20594; HEK293-GC-B cells, CNP EC30, cGMP TR-FRET; 0% at EC30 CNP, 100% saturating CNP; activation, % at 10 µM; 370,000 compounds, 0.11% hits;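 active = activation at 10 µM reaching about 35% in either raw or pattern-adjusted values, limit read from the data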
ABHD4 inh – inhibits mouse alpha/beta hydrolase domain 4; Q8VD66; purified mABHD4, FP-Rh probe fluorescence polarization; inhibition, % at 8.92 µM; 370,000 compounds, 0.54% hits;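 active = inhibition exceeding the mean over every tested compound plus 3 SD, cut at about 30% in these data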;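 also: 0% = plate median of compound wells and 100% = S159A mutant with DMSO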
Target sequence (Q8VD66 whole entry, looked up, the tested form may be a part): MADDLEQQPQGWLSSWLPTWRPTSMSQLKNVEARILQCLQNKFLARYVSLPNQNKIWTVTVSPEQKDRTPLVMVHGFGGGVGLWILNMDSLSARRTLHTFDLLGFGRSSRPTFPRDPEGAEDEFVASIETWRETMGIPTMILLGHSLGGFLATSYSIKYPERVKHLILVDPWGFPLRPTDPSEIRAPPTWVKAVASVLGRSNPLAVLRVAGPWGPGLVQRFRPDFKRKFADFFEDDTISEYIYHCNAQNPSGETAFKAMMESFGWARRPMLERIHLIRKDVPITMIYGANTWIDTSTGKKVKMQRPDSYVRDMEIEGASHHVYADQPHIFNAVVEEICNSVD
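Assay system: mouse ABHD4 enzyme, wild type / Also added: fluorescent activity-based probe FP-Rh / Doses: single nominal dose of 8.92 µM, 0.89% DMSO final / Timing: 45 min compound pre-incubation plus 60 min probe step, 25 °C / Signal: FP readout, ex 525 nm / em 598 nm / Control set: S159A mutant/DMSO as 100%, compound-well median as 0%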
TCR-CD3 inh – human TCR-CD3 binding inhibition. TAMRA-labeled TCR probe fluorescence, biochemical. inhibition, % at 9.4 µM. 360,000 compounds, 0.37% hits. AID 651800; in the data active = inhibition above about 19%;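 also: recombinant mutant TCR 2C K166C tagged with TAMRA read by polarization; 0% = receptor in buffer alone and 100% = receptor with positive control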
MBD2 inh – MBD2-methylated oligo binding inhibition; inhibition, % at 4.4 µM; AID 686964; TR-FRET, MBD2 binding to methylated oligonucleotide; 370,000 compounds, 0.31% hits; Q9UBB5; in the data active = inhibition above about 13%
PRMT1 inh – PRMT1 (human) inhibition, primary screen | AID 652257 | inhibition, % at 2.79 µM | Q99873 | recombinant PRMT1, activity-based probe fluorescence polarization | 370,000 compounds, 1.3% hits;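 active = inhibition above about 21% made by adding two undisclosed values, limit read from the data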
Target sequence (Q99873 whole entry, looked up): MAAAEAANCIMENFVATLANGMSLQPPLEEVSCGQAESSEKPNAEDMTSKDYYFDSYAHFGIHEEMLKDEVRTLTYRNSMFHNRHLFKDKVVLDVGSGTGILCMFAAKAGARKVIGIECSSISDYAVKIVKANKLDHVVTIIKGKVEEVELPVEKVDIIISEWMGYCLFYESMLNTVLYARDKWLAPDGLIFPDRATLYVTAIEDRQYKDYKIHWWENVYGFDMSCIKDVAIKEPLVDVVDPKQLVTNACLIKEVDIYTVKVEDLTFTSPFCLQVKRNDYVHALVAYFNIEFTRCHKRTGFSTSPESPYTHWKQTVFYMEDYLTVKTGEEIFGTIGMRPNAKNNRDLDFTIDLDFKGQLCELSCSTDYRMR
rCAG RNA binder – binds r(CAG) RNA repeats; r(CAG) RNA repeat, TO-PRO-1 dye displacement fluorescence; inhibition, % at 3 µM; 370,000 compounds, 1.3% hits;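 active = inhibition above the plate cutoff, the mean of all test compounds on that plate plus 3 SD, cut at about 35% in these data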;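 also: 0% = DMSO alone and 100% = 100 µM mitoxantrone as full dye displacement; higher means more dye released from RNA so lower well fluorescence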
SIAE inh – blocks human sialic acid acetylesterase; 370,000 compounds, 0.69% hits; AID 1053197; inhibition, % at 9.66 µM; SIAE FP-Rh probe binding, fluorescence polarization; Q9HAT2;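 active = inhibition above a cutoff: mean of compounds within the control limits plus 3 SD of those, cut at about 17% in these data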;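 also: 0% = plate median of compound wells and 100% = probe without SIAE protein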
TDP2 absorb – TDP2 (human) inhibition, absorbance primary screen; inhibition, % at 12.8 µM; AID 720702; 370,000 compounds, 0.34% hits; recombinant TDP2, T5PNP hydrolysis, p-nitrophenol absorbance 415 nm; O95551;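 active = inhibition above the mean of all tested compounds plus 3 SD, set per campaign, cut at about 25% in these data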;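 also: 0% = DMSO with enzyme and 100% = buffer with substrate but no TDP2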
Target sequence (O95551 whole entry, looked up): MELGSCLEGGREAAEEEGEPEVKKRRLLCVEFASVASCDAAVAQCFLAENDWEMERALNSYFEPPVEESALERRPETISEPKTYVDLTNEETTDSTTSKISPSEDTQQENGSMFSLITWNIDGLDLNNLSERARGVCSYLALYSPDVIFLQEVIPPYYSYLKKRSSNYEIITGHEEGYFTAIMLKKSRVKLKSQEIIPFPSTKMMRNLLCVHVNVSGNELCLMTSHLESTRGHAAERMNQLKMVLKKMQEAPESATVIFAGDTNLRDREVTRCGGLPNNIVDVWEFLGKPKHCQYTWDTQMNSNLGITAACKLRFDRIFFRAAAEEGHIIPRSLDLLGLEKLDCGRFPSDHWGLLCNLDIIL
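Incubation: 2 h at 37 °C; Test system: recombinant human TDP2; Quantity: enzyme 120 nM; Read-out basis: percent inhibition; Medium: 50 mM Tris-HCl pH 7.5 with Mg2+, KCl, DTT, BSA; Repeats: single replicate; Compound: 12.8 µM single point, 1% DMSO; Signal: epi absorbance; Reagent: 5 mM T5PNP chromogenic substrate; Benchmarks: no-enzyme high, DMSO-plus-enzyme low.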
HTRA1 inh – HTRA1 (human) protease inhibition; Q92743; recombinant HTRA1, FP-rhodamine activity-based probe, fluorescence polarization; inhibition, % at 5.96 µM; 340,000 compounds, 0.5% hits; in the data active = inhibition above about 36%;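 also: 0% = enzyme with DMSO and 100% = wells lacking enzyme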
* = called active by the depositor; · = not tested or not shown.

entry	SMILES	LEDGF integ inh	GC-B act	ABHD4 inh	TCR-CD3 inh	MBD2 inh	PRMT1 inh	rCAG RNA binder	SIAE inh	TDP2 absorb	HTRA1 inh
1	N#Cc1cccc(NC(=O)CCNC(=O)c2ccccc2Cl)c1	-2	10	3	-9	-2	-2	5	1	-7	5
2	O=C(NC1CCCCN(Cc2cccc(C(F)(F)F)c2)C1=O)c1c(F)cccc1F (stereo unspecified)	0	4	2	·	3	-1	-3	3	-4	·
3	O=C(CN1C(=O)NC2(CCCCC2)C1=O)Nc1ccc2[nH]c(=O)[nH]c2c1	-3	0	12	3	0	4	4	2	1	9
4	Cc1nn(-c2ccccc2)c2[nH]c(C(F)(F)F)cc(=O)c12	4	-1	-2	-4	9	1	6	2	9	-2
5	CCS(=O)c1ccccc1C(=O)OC(C)C(=O)Nc1ccc(S(=O)(=O)N2CCCC2)cc1 (stereo unspecified)	1	4	0	5	-1	-1	5	-3	1	-8
6	CCOc1ccc(N(C)C(=O)CCc2nnc3ccc(N4CCCC4)nn23)cc1	3	-2	-2	5	1	0	-8	6	13	5
7	CS(=O)(=O)N1N=C(c2ccc(Br)cc2)CC1c1cccs1 (stereo unspecified)	-2	1	1	7	-5	-1	2	-7	6	-4
8	Cc1cc(=O)n(-c2ccccc2Cl)[nH]1	1	0	1	2	-6	2	0	2	59*	4
9	COc1ccc(C(C)NC(=O)C2C(=O)NC3(C)CC2c2ccccc2O3)cc1 (stereo unspecified)	-5	-5	4	5	3	0	-1	-1	6	0
10	c1ccc(SCc2nc(-c3ccncc3)no2)cc1	0	-1	-1	-3	0	0	-3	-6	10	-7

Reprinted from the part before: 5 entries, followed by the next part.
entry	SMILES	LEDGF integ inh	GC-B act	ABHD4 inh	TCR-CD3 inh	MBD2 inh	PRMT1 inh	rCAG RNA binder	SIAE inh	TDP2 absorb	HTRA1 inh
6	CCOc1ccc(N(C)C(=O)CCc2nnc3ccc(N4CCCC4)nn23)cc1	3	-2	-2	5	1	0	-8	6	13	5
7	CS(=O)(=O)N1N=C(c2ccc(Br)cc2)CC1c1cccs1 (stereo unspecified)	-2	1	1	7	-5	-1	2	-7	6	-4
8	Cc1cc(=O)n(-c2ccccc2Cl)[nH]1	1	0	1	2	-6	2	0	2	59*	4
9	COc1ccc(C(C)NC(=O)C2C(=O)NC3(C)CC2c2ccccc2O3)cc1 (stereo unspecified)	-5	-5	4	5	3	0	-1	-1	6	0
10	c1ccc(SCc2nc(-c3ccncc3)no2)cc1	0	-1	-1	-3	0	0	-3	-6	10	-7
11	Fc1cccc(Cl)c1-c1nnc2ccc3ccccc3n12	3	0	-1	-1	9	1	5	2	-9	-6
12	O=C(c1cnn2c(C(F)(F)F)cc(-c3ccc(F)cc3)nc12)N1CCc2ccccc2C1	6	3	-9	-2	-4	-4	2	-1	-4	-9
13	CC1(C)OC(=O)C2=C(C[C@@H](C3CCCCC3)O[C@H]2c2ccccc2)O1	-1	-8	10	-1	4	2	2	8	5	·
14	Clc1ccc(Cl)c(OCCCCN2CCNCC2)c1	5	8	4	1	0	-6	-1	6	-3	9
15	COc1ccc(NC(=O)CSc2nc3c(c(=O)n2-c2ccc(F)cc2)SCC3)cc1	5	-1	-4	-10	-4	3	3	3	-3	3
16	CC[n+]1ccccc1/C=C1\Sc2ccc(C)cc2N1C	0	-7	2	3	-13	2	2	1	-9	7
17	NS(=O)(=O)c1ccc2nc(NC(=O)c3ccncc3)sc2c1	-1	3	2	-1	4	5	3	-7	5	6
18	O=C(CN1C(=O)/C(=C/c2ccccc2)SC1=S)Nc1cccnc1	-1	-8	-38	-6	1	0	7	-5	3	-13
19	Cc1n[nH]c(=O)c2c(NC(=O)CSc3nc4ccccc4c(=O)n3-c3ccc(OC(F)F)cc3)oc(C)c12	3	-5	-2	4	-7	2	12	8	16	-2
20	COc1ccc(-n2c(=O)c(CCC(=O)N(C)Cc3cccs3)nc3ccccc32)cc1	1	2	-1	0	1	0	-4	5	4	-6

Sorted by SMILES length (falling): 3 of the compounds above
entry	SMILES	LEDGF integ inh	GC-B act	ABHD4 inh	TCR-CD3 inh	MBD2 inh	PRMT1 inh	rCAG RNA binder	SIAE inh	TDP2 absorb	HTRA1 inh
19	Cc1n[nH]c(=O)c2c(NC(=O)CSc3nc4ccccc4c(=O)n3-c3ccc(OC(F)F)cc3)oc(C)c12	3	-5	-2	4	-7	2	12	8	16	-2
12	O=C(c1cnn2c(C(F)(F)F)cc(-c3ccc(F)cc3)nc12)N1CCc2ccccc2C1	6	3	-9	-2	-4	-4	2	-1	-4	-9
13	CC1(C)OC(=O)C2=C(C[C@@H](C3CCCCC3)O[C@H]2c2ccccc2)O1	-1	-8	10	-1	4	2	2	8	5	·

Going on with the list.
entry	SMILES	LEDGF integ inh	GC-B act	ABHD4 inh	TCR-CD3 inh	MBD2 inh	PRMT1 inh	rCAG RNA binder	SIAE inh	TDP2 absorb	HTRA1 inh
21	CCCCn1c(N)c(N(CCC(C)C)C(=O)CCN2C(=O)C3CC=CCC3C2=O)c(=O)[nH]c1=O (stereo unspecified)	0	-5	9	7	-5	-3	-13	0	18	-6
22	COCCn1c(SCC(=O)N2CCCCC2)nc2ccccc2c1=O	1	-6	7	-3	3	-2	-9	6	0	0
23	COC(=O)C1=C(C)N(Cc2ccccc2C(F)(F)F)C(=NCc2ccc(C(F)(F)F)cc2)NC1c1cccc(Cl)c1 (stereo unspecified)	3	6	-6	-5	0	-5	4	-14	-8	·
24	Cc1cccc(NC(=O)CSc2cccc3cccnc23)c1	-1	-2	-4	-3	-2	-2	0	2	-5	-12
25	CCN(CC)C(=O)[C@H]1CC(CC(=O)NCCc2ccccn2)C(=O)N2CCc3c([nH]c4ccccc34)[C@]12C (stereo partly specified)	0	2	1	13	-2	-1	0	1	-2	6
26	O=C(CNS(=O)(=O)c1c(Cl)cccc1Cl)OCc1csc(-c2ccccc2)n1	4	2	-8	3	-1	1	-1	1	-2	-22
27	O=[N+]([O-])c1ccc(CN2CCN(c3ccc(F)cc3)CC2)o1	3	0	12	6	-3	0	-2	2	10	0
28	COc1ccc(C(=O)N2CCN(c3cccc(Cl)c3)CC2)cc1S(=O)(=O)NC1CC1	-4	4	3	4	-1	24*	4	-4	-3	0
29	N=C1/C(=C\c2ccc(OC(=O)c3ccccc3)cc2)C(=O)N=C2SC(N3CCOCC3)=NN12	1	3	-7	-11	7	8	42*	11	-10	14
30	COc1ccc(C(C)NC(=O)c2cccc([N+](=O)[O-])c2)cc1OC (stereo unspecified)	0	10	1	0	-1	0	-2	3	10	-1
31	CCOC(=O)Nc1ccc2c(c1)N(C(=O)OC)c1ccccc1CC2	1	1	-1	10	-6	-2	-8	-2	6	-6
32	O=c1oc2ccccc2n1CSc1nc2ccccc2s1	-2	-14	0	5	3	1	2	0	8	-19
33	Cn1c2ccccc2c2ncn(Cc3ccc(F)cc3)c(=O)c21	-2	0	-5	7	3	-1	-1	-2	4	-3
34	CCNc1nc(NCC)n2c(SCC(=O)Nc3ccc(F)cc3)nnc2n1	3	-6	9	5	5	-2	1	-2	-10	-2
35	CC(OC(=O)[C@H](C)N=C1NS(=O)(=O)c2ccccc21)C(=O)Nc1ccc(F)c(F)c1F (stereo partly specified)	1	1	0	2	-2	-4	3	-4	8	7
36	COc1ccc(S(=O)(=O)NC(=O)C2(C)CCN2C(=O)c2c(C)noc2C)cc1 (stereo unspecified)	-3	0	8	2	6	-1	0	4	2	·
37	O=S(=O)(NCc1nnc2ccccn12)c1ccc(F)cc1	1	0	6	-2	2	0	1	1	14	3
38	CCn1ncc(/C=C/C(=O)Nc2c(C)nn(CC)c2C)c1C	0	3	6	1	4	0	-3	1	13	-1
39	CCN(CC)C1CCN(c2nc3nonc3nc2NCCOC)C1 (stereo unspecified)	-7	-2	3	-8	4	2	0	-5	-3	5
40	CC1(C)Cc2c(cnn2-c2ccc(F)cc2)C(NC(=O)C(C)(C)O)C1 (stereo unspecified)	-8	2	4	10	-7	-1	-2	-6	-4	-1
41	CC(c1ccccc1)C1CC(=O)N(Cc2ccco2)C1=O (stereo unspecified)	-1	1	2	-10	0	16	13	-1	-7	-8
42	O=C(c1ccccc1)N1CCN(Cc2ccccc2)CC1	4	-1	7	-5	1	-2	-3	-2	12	0
43	COC(=O)c1cccnc1NC(=S)NNC(=O)c1ccncc1	1	3	9	6	0	0	-2	-1	-9	-6
44	O=C(NC(Nc1ncc(S(=O)(=O)c2ccc([N+](=O)[O-])cc2)s1)(C(F)(F)F)C(F)(F)F)c1ccc(Cl)cc1	0	12	-20	-4	3	2	46*	0	-12	-3
45	Cc1cccc(-c2nc(C#N)c(NCC3CCCO3)o2)c1 (stereo unspecified)	-1	5	-2	-8	-1	5	1	1	-5	-1
46	O=C(CCN1C(=O)C2C3C=CC(C3)C2C1=O)Nc1ccc2c(c1)OCO2 (stereo unspecified)	-1	-2	0	0	3	-1	-4	3	-5	4
47	O=C(COC(=O)c1ccc([N+](=O)[O-])o1)Nc1ccc(F)cc1	0	3	-1	6	-3	2	1	0	-5	13
48	CC(=O)c1ccc(-c2cnc3c(NC=O)cc(-c4cccc(NS(C)(=O)=O)c4)cn23)cc1	-1	1	-4	1	1	-2	11	-10	0	·
49	COCC(C)n1c(C)cc(C(=O)COC(=O)c2c(NC(C)=O)sc(C)c2C)c1C (stereo unspecified)	1	-1	10	-4	5	3	-1	7	2	2
50	Cc1cccn2c(=O)c3cc(C(=O)NCc4ccc(F)cc4)c(=N)n(CC4CCCO4)c3nc12 (stereo unspecified)	3	-7	-11	-5	2	2	11	3	-8	-4

One compound at a time (already shown). Order of values: LEDGF integ inh, GC-B act, ABHD4 inh, TCR-CD3 inh, MBD2 inh, PRMT1 inh, rCAG RNA binder, SIAE inh, TDP2 absorb, HTRA1 inh
Results for `COCC(C)n1c(C)cc(C(=O)COC(=O)c2c(NC(C)=O)sc(C)c2C)c1C` (stereo unspecified) → 1, -1, 10, -4, 5, 3, -1, 7, 2, 2
Results for `Cc1cccn2c(=O)c3cc(C(=O)NCc4ccc(F)cc4)c(=N)n(CC4CCCO4)c3nc12` (stereo unspecified) → 3, -7, -11, -5, 2, 2, 11, 3, -8, -4

New compounds follow
entry	SMILES	LEDGF integ inh	GC-B act	ABHD4 inh	TCR-CD3 inh	MBD2 inh	PRMT1 inh	rCAG RNA binder	SIAE inh	TDP2 absorb	HTRA1 inh
51	Cc1ccccc1C(=O)N[C@H](C(=O)OCC(=O)NC1CC1)C(C)C	-3	4	1	-8	3	3	1	9	-1	-3
52	Cn1c(N)c(C(=O)CSc2ncn[nH]2)c(=O)n(C)c1=O	-1	2	3	-1	-1	1	-2	-4	16	0
53	C/C(=N\NC(=O)c1cc(-c2ccncc2)nc2ccccc12)c1ccc(N2CCOCC2)cc1	0	0	-3	7	0	2	9	-8	-1	-25
54	CCOc1ccc(-n2c(C)cc(/C=N/NC(=O)C(N)=O)c2C)cc1	2	-1	5	5	-2	3	-2	20*	2	5

Not all compounds are listed. The share of hits here may be higher or lower than overall.
